TCR activator: activators of T cell receptors | primary human leukocytes, anti-CD3, IL-2 HTRF, 48 h | Potency, µM (highest dose often 9.22 µM), inactives show top-dose activation of IL-2 secretion, usual class: activators | 330,000 tested, under 10 active; note: % of control where 0% means no effect
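48 hr co-incubation of compounds, a-CD3 beads and primary human leukocytes; IL-2 quantified homogeneously by HTRF with anti-IL-2 K and d2 conjugates.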
KCNH2 WT inh: KCNH2 (human, wildtype) channel inhibition; 340,000 compounds, 0.37% hits; AID 720551; activity change, % at 1.84 µM; Q12809; U2OS, BacMam KCNH2, thallium flux FluxOr; stronger effect = lower value;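 active = maximum activity change below -70%; inconclusive = maximum activity change between -70% and -50%; inactive = maximum activity change above -50%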; note: % is set by controls: 0 for no effect and ±100 for the full control effect
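U2OS cells were transduced with wild-type KCNH2 virus (2.03 x 10^8 / mL) for 4 h at room temperature, then cultured overnight at 37 C. Thallium flux was read with FluxOr dye. Rate constants were normalized to DMSO controls.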
Tb PFK inh: inhibitors of T. brucei phosphofructokinase. T. brucei PFK, ADP-Glo luminescence. Potency, µM (top dose mostly 57.5 µM), for inactives: at the highest dose activity, negative = inhibition, usual class: inhibitors. 330,000 compounds, 0.17% hits;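 note: potency is the fitted concentration of half-maximal effect; 0% = uninhibited 1x PFK enzyme wells and -100% = no-enzyme wells; nearly all actives have a fitted effect of over 60% in size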
Target sequence (O15648 whole entry, looked up): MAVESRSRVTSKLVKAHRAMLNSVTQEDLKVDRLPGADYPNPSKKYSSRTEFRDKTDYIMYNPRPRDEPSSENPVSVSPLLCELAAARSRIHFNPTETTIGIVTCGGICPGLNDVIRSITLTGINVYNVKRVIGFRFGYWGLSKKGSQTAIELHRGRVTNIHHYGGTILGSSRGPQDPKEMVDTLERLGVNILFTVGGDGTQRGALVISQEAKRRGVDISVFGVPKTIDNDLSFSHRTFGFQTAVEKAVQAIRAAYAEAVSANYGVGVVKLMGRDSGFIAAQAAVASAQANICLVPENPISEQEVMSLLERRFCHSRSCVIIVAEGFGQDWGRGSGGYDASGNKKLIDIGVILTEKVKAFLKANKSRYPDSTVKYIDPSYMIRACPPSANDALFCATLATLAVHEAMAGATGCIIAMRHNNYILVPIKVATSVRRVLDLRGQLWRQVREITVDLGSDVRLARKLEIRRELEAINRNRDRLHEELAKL
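Compounds were pin-transferred as a titration series up to 57 uM into substrate buffer (0.5 mM F6P, 0.1 mM ATP, pH 8.0), then 1.25 nM PFK was added and reactions ran 45 min before ADP-Glo detection.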
MLL CXXC-DNA inh: blocks binding of human MLL CXXC domain to DNA; Potency, µM (titrated, usually from 115 µM), for the others: at the top dose activity change, negative = inhibition, usual class: inhibitors; MLL-CXXC / FITC-HOXA9 DNA fluorescence polarization; 290,000 compounds, 0.037% hits; active = well fitted inhibition curve with a large enough effect in the polarisation, with a control signal flat, not every such curve was filed as active; inconclusive = small, poorly fitted or top-dose-only effect, or effect the other way, or a change in a side signal; inactive = no such curve, though single readings can be large or run the other way; the % refers to the polarisation; note: potency is the fitted concentration of half-maximal effect
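Steps: dispense CXXC domain solution (7 uM) → pin compounds or unlabeled HOX-A9 DNA control → 5 min ambient → add FLSN-HOX-A9 solution (50 nM) → spin → 30 min ambient → fluorescence polarization. Tris pH 7.5/NaCl/DTT/BSA buffer.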
GALK inh: galactokinase (human) inhibition | Purified GALK, Kinase-Glo residual ATP luminescence | Potency, µM (series often up to 57.5 µM), for the others: at the top dose activity change, negative = inhibition, usual class: inhibitors | 270,000 compounds, 0.007% hits; note: potency is the fitted concentration of half-maximal effect; % is set by controls: 0 for no effect and ±100 for the full control effect
Target sequence (P51570 whole entry, looked up): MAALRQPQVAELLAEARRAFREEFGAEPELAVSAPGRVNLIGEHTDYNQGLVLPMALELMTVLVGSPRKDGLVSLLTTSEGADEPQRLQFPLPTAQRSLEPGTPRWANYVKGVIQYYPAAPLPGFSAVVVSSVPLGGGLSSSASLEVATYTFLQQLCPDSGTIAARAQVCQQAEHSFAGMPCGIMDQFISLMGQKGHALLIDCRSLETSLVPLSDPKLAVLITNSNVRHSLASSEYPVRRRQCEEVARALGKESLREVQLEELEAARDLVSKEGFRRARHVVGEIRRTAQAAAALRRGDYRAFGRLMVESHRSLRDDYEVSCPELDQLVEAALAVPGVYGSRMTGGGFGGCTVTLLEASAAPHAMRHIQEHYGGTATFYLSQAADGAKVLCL
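The enzyme phosphorylates galactose (100 uM) using ATP (35 uM); inhibition is detected as higher residual ATP, quantified by bioluminescence after 1 h reaction at room temperature, pH 8.0.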
Chronic BCR inh: inhibitors of chronic active B-cell receptor signaling | ABC-DLBCL IkBa-CBG/CBR reporter, luminescence ratio, 4 h | Potency, µM (titrated, usually from 46.1 µM), for the others: top-dose ratio change, negative = lower green/red ratio, usual class: inhibitors | 340,000 compounds, 0.05% hits | AID 493014; active = well fitted inhibition curve with a large enough effect in the signal ratio, with a control signal flat, not every such curve was filed as active; inconclusive = small, poorly fitted or top-dose-only effect, or effect the other way, or a change in a side signal; the % refers to the signal ratio;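 note: potency is the fitted concentration of half-maximal effect; plate controls were basal doxycycline-induced cells for no effect and cells given 10 µM MG132 for full effect; MG132 reads +100%, hits lower the ratio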
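Concentration-response series (up to 46 uM) were applied to TMD8 dual-reporter cells for 4 h at 37C with doxycycline. Green/red ratio, after filter-overlap correction, defined %Activity; red signal alone was normalised to basal cells and zero luminescence.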
A-T KAP1 phos: candidate therapy for ataxia-telangiectasia | […] A-T fibroblasts, KAP-1 phosphorylation AlphaLISA; neocarzinostatin DNA damage 30 min before lysis | 320,000 compounds, 0.19% hits | Potency, µM (top dose mostly 57.5 µM), without a hit: top-dose activation, hits mostly activators; note: potency is the fitted concentration of half-maximal effect; % of control where 0% means no effect; nearly all actives have a fitted effect of over 45% in size
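hTERT-immortalized A-T patient fibroblasts ([…]), 500 cells/well in OPTI-MEM, 1% FBS, got compounds for 60 min, then NCS for 30 min at 37C. Lysates were then assayed for phospho-KAP-1 by AlphaLISA (anti-pKAP1 donor, anti-KAP1 acceptor beads), 6 hr at 25C.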
FBPA coupling cs: coupling enzyme interference in Giardia aldolase counter-screen | coupling enzyme system counterscreen, AmpLite Red fluorescence | activity change, negative = inhibition, % at 58.2 µM, hits read low | 290,000 compounds, 0.67% hits | AID 2472; in the data active = activity change below about -30%; note: % is set by controls: 0 for no effect and ±100 for the full control effect
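Final compound at 57.5 uM, incubated 10 min at RT with coupling enzyme reagent (glyceraldehyde-3-phosphate), then 20 min with substrate and AmpLite Red detection. Fluorescence read at 525/598 nm; tests interference with the coupling assay, not aldolase inhibition.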
TSHR antag: antagonists of human thyroid stimulating hormone receptor | P16473 | TSHR-expressing cells, TSH-stimulated cAMP HTRF, 2 h; stronger effect = lower value | activity change, negative = inhibition, % at 11.5 µM | 330,000 compounds, 0.2% hits;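 active = activity change below a set negative limit, meaning inhibition stronger than a set level, cut at about -70% in these data; inconclusive = activity change between two set negative limits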; note: % is set by controls: 0 for no effect and ±100 for the full control effect
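Cell-based HTRF cAMP assay; TSHR cells + compound, TSH EC80 (4nM final), 2 h, 37 deg C. Lysis with anti-cAMP cryptate and cAMP-d2, 30 min RT, read 665/620 nm.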
Giardia kill: Giardia lamblia killing; Giardia lamblia trophozoite viability; activity change, % at 7.66 µM, hits read low; 340,000 compounds, 0.15% hits; AID 540267; in the data active = activity change below about -80%; inconclusive = between about -30% and that limit;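 note: parasites exposed to compound for two days anaerobically before the ATP read; % is set by controls: 0 for no effect and ±100 for the full control effect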
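Compounds were tested on trophozoites seeded at 100 cells/well and held 48 hrs at 37 deg C anaerobically. An ATP-based luminescent kit measured the remaining live cells.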
* marks the source's active call; other numbers are inactive results; ? = inconclusive; . = no result given; [ ] = another dose, or the depositor's remark. Unless noted, calls come from the whole dose curve; as a rule, active = well fitted curve in the direction sought with a large enough effect; inconclusive = small, poorly fitted or top-dose-only effect, or another doubt; inactive = no such curve, though single readings can be large; an effect the other way counts as inactive or inconclusive.

SMILES	TCR activator	KCNH2 WT inh	Tb PFK inh	MLL CXXC-DNA inh	GALK inh	Chronic BCR inh	A-T KAP1 phos	FBPA coupling cs	TSHR antag	Giardia kill
Cc1ccc(S(=O)(=O)CC(C)(O)CS(=O)(=O)c2ccc(C)cc2)cc1	-15%	-4	2%	19%	1%	?	3%	3	0	16
Cc1cccc(C)c1NC(=O)CSc1nnc(-c2ccoc2C)n1CCc1ccccc1	-1%	-18	9%	9%	0%	4%	-2%	0	0	16
O=C1/C(=C\c2ccccc2)SC(=S)N1CCC(=O)N1CCCCC1CCO (stereo not drawn)	-5%	0	2%	-5%	-5%	?	-4%	1	-8	-8
Fc1ccc2[nH]c3c(c2c1)CN(C(=S)NCc1ccccc1)CC3	-5%	0	0%	0%	-1%	?	4%	-12	20	2
Cc1ccccc1-n1c(SCC(=O)N/N=C/c2sccc2C)nc2ccccc2c1=O	-3%[46.1 µM]	3	5%	4%	1%	-18%	-2%	-1	-6	-1
COc1ccc(S(=O)(=O)N2CCCCCC2)cc1NC(=O)Cc1cc(OC)c(OC)c(OC)c1	-6%[46.1 µM]	-4	4%	5%	-3%	-12%	6%	1	-4	-17
Cc1ccc(C2=C/C(=C/c3cccnc3)C(=O)O2)c(C)c1	-1%[46.1 µM]	2	-9%	7%	-2%	10%	20%	-35*	-10	17
COc1ccccc1C(=O)O/N=C(/c1ccncc1)c1ccc([N+](=O)[O-])cc1	6%	0	3%	31%[activator]	2%	-28%	-2%	3	-4	-14
COc1ccc(NC(=O)Nc2nnc(C(C)(C)C)s2)cc1	-5%	-9	5%	-15%	-2%	-9%	13%	-1	-12	-12
Cc1ccnc(NC(=O)CCc2c[nH]c3ccccc23)c1	7%	-3	-3%	-2%	-2%	?	1%	.	-12	8
CCc1nc(NC(=O)c2sc(C)nc2C)sc1C(=O)OC	-9%	14	2%	2%	.	?	-17%	-1	-5	-24
COc1ccc(Cl)cc1C(=O)Nc1cccc(-c2ccc3nncn3n2)c1	9%	1	-1%	90%[activator]	7%	?	0%	2	-16	-19
CCCCn1c(N)c(N(CCOC)C(=O)c2c(CC)noc2C)c(=O)[nH]c1=O	.	1	-3%	.	.	1%	10%	.	17	-3
O=C(Cn1nc(-c2ccc3c(c2)OCCO3)ccc1=O)Nc1cccc(NC(=O)c2ccccn2)c1	.	.	-2%	18%	11%	-11%	5%	-1	-5	.
OCCCNCc1ccc(-c2ccccc2)cc1	3%	11	-3%	-18%	2%	2%	2%	2	8	13
CC1(NC(=O)c2ccccc2)CCN(CCc2cccs2)C1=O (stereo not drawn)	2%	-1	0%	.	.	2%	2%	.	5	3
CC(C)SCc1nc2ccccc2[nH]1	6%	9	-1%	-1%	-3%	?	-2%	1	8	8
COc1ccc(-n2c(=S)[nH]c3cc(C(=O)Nc4ccccc4OC)ccc3c2=O)c(OC)c1	3%	-7	-2%	1%	14%	?	0%	2	?	-8
O=C(N/C(=C/c1ccc(Br)cc1)C(=O)N1CCOCC1)c1cccs1	3%	5	-24%	?	6%	18%	-5%	-3	10	-12
CC(OC(=O)Cc1ccsc1)C(=O)Nc1ccc(C(N)=O)cc1 (stereo not drawn)	-1%	-3	-2%	.	.	-1%	-9%	.	18	10
Cc1noc(C)c1Cn1nc(C(=O)O)c2ccccc2c1=O	1%	8	-2%	4%	5%	?	6%	6	11	-11
COc1cccc(C(=O)Nc2nnc(SCC(=O)Nc3ccc(NC(C)=O)cc3)s2)c1	-6%	-4	11%	0%	-5%	?	-5%	.	-23	?
CCS(=O)(=O)Nc1cccc(C2=NN(S(=O)(=O)c3ccc(F)cc3)C(c3cccs3)C2)c1 (stereo not drawn)	0%[46.1 µM]	1	-1%	9%	-3%	?	-1%	3	0	5
CC(=O)N1CCc2cc(Br)cc(S(=O)(=O)N3CCN(c4ccccn4)CC3)c21	5%	1	2%	2%	-1%	-3%	3%	-2	6	-2
O=C(c1sc2ccccc2c1Cl)N1CCN(c2ncccn2)CC1	5%[46.1 µM]	-2	-2%	10%	1%	?	4%	3	-4	4

Quoted from the listing.
O=C(c1sc2ccccc2c1Cl)N1CCN(c2ncccn2)CC1 in Giardia kill → 4
Cc1ccc(C2=C/C(=C/c3cccnc3)C(=O)O2)c(C)c1 in A-T KAP1 phos → 20%

Back to the main list with the 4 entries that preceded the break.
SMILES	TCR activator	KCNH2 WT inh	Tb PFK inh	MLL CXXC-DNA inh	GALK inh	Chronic BCR inh	A-T KAP1 phos	FBPA coupling cs	TSHR antag	Giardia kill
COc1cccc(C(=O)Nc2nnc(SCC(=O)Nc3ccc(NC(C)=O)cc3)s2)c1	-6%	-4	11%	0%	-5%	?	-5%	.	-23	?
CCS(=O)(=O)Nc1cccc(C2=NN(S(=O)(=O)c3ccc(F)cc3)C(c3cccs3)C2)c1 (stereo not drawn)	0%[46.1 µM]	1	-1%	9%	-3%	?	-1%	3	0	5
CC(=O)N1CCc2cc(Br)cc(S(=O)(=O)N3CCN(c4ccccn4)CC3)c21	5%	1	2%	2%	-1%	-3%	3%	-2	6	-2
O=C(c1sc2ccccc2c1Cl)N1CCN(c2ncccn2)CC1	5%[46.1 µM]	-2	-2%	10%	1%	?	4%	3	-4	4
COC(=O)c1c(C)oc2ccc(NS(=O)(=O)c3cc(OC)ccc3OC)cc12	8%	9	-1%	13%	1%	?	3%	0	-10	-20
CCn1nc(C)cc1C(=O)Sc1ccc(Cl)cc1Cl	-1%	6	-1%	-22%	0%	?	14%	1	-9	2
CCOc1ccc(C(=O)N2CCCC2)cc1OC	4%	-1	2%	2%	1%	-11%	10%	-1	9	4
COc1cccc(Cn2c(=O)c3ccccc3n3nc(C)cc23)c1	1%	-11	10%	5%	-2%	10%	5%	-4	-7	16
COc1ccccc1N(Cc1ccccc1)S(=O)(=O)c1cccc(C(=O)Nc2cc(C)ccn2)c1	1%	-6	0%	?	-2%	4%	2%	-1	-13	-4
COCCN(C(=O)COC(=O)c1c(NC(C)=O)sc(C)c1C)c1c(N)n(Cc2ccccc2)c(=O)[nH]c1=O	5%	-38	0%	.	.	-2%	-11%	.	-1	-4
Cc1ccccc1NC(=O)c1c([N+](=O)[O-])c(C(C)(C)C)nn1C	1%[46.1 µM]	0	-2%	-5%	0%	1%	0%	4	-8	8
CC1CCN(CC(C)CNC(=O)c2cc(-c3ccccn3)nc3ccccc23)CC1 (stereo not drawn)	-2%	39	-7%	0%	-3%	-2%	2%	0	-8	-5
CCc1ccc(NC(=O)c2ccc(F)c(S(=O)(=O)N(CC)c3ccccc3)c2)cc1	-4%[46.1 µM]	11	0%	4%	0%	11%	-2%	1	-10	-6
Cc1ccc(S(=O)(=O)N(C(=O)c2ccncc2)c2ccc(OC(=O)c3ccncc3)cc2)cc1	3%[46.1 µM]	21	2%	15%	-2%	-15%	10%	-1	-5	2
Cn1cc(C(=O)N2CCCCCC2)c(=O)c2cc(S(=O)(=O)N3CCCCC3)ccc21	-12%	-11	-6%	0%	1%	1%	6%	.	5	?
O=C(COC(=O)CC1CC2CCC1C2)Nc1ccc(F)cc1 (stereo not drawn)	1%	-3	-3%	-7%	13%	-18%	0%	-1	0	-9
COc1ccc(C(=O)Nc2ccc(Cl)c(Cl)c2)c(OC)n1	-3%	-8	-8%	10%	-6%	-1%	5%	-1	-3	-6
CC(C)C(NS(=O)(=O)c1ccccc1)C(=O)NC1CCCC1 (stereo not drawn)	2%	-6	-3%	9%	0%	-4%	6%	.	17	13
O=C(c1cccs1)N1CCN(C/C=C/c2ccccc2)CC1	1%	5	-2%	3%	-6%	?	3%	3	5	-10
CCCCC(=O)NC(=S)NNC(=O)CC	-11%[46.1 µM]	0	-9%	6%	-2%	12%	.	1	3	-7
CCOC(=O)c1ccc(NCc2ccc(N(C)C)cc2)cc1	1%	5	-4%	0%	-4%	?	-6%	-1	-7	6
CCOC(=O)NC(=O)c1cn(Nc2ncc(Cl)cc2C(F)(F)F)c(=O)[nH]c1=O	2%	-4	-4%	-3%	.	-1%	0%	-1	2	15
CCc1cc2c(C)ccc(C)c2nc1SCC(=O)Nc1cc(C)on1	-15%	-4	0%	-4%	1%	1%	3%	3	-12	-15
COc1cccc(CN(C)c2nc(-c3cccs3)nc3ccccc23)c1	-6%[46.1 µM]	15	2%	11%	0%	15%	12%	1	-4	-17

From PubChem BioAssay
